# From PubChem BioAssay
# D3 ag – qHTS of D3 Dopamine Receptor Agonist: qHTS; D3R DiscoveRx beta-arrestin cells, luminescence, 90 min; max activation, %; 0.58% of 410,000 active; AID 652048, 2013; in the data active = max activation above about 30%; also: 0% is about no effect; mostly tested at two doses, the higher about 12 µM
# Target sequence (P35462 whole entry, looked up): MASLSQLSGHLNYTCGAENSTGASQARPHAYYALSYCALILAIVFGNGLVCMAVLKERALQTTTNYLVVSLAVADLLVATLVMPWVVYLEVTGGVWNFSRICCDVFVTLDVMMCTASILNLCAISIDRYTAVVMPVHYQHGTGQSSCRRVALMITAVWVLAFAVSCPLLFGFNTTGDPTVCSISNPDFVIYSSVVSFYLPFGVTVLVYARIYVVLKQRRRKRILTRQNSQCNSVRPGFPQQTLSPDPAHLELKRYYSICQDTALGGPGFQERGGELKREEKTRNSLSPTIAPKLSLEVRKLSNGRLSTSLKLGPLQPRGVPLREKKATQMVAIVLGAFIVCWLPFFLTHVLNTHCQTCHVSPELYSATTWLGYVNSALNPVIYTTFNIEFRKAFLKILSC
#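 Agonist-mode cell screen: cells plated at 1500/well and incubated overnight at 37 °C, then exposed to library compounds for 90 min at 37 °C. Detection reagent was added for 30–60 min at room temperature, and luminescence was read.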
# GLP1R ag – qHTS of GLP-1 Receptor Agonists; Glucagon-like peptide 1 receptor (Homo sapiens), P43220; HEK293 GLP-1R CRE-luciferase, luminescence, 4-6 h; cells express a hypersensitive GLP-1R form; 0.007% of 380,000 active; AID 624172, 2012; Potency, µM (series often up to 45.6 µM), inactives show at the highest dose activation, most hits filed as activators; also: potency is read from the fitted curve at half-maximal effect; % of control where 0% means no effect
# DRD3 antagonist – qHTS of D3 Dopamine Receptor Antagonist: qHTS; D(3) dopamine receptor (Homo sapiens), P35462; D3R cells, DiscoveRx beta-arrestin luminescence, antagonist mode; stronger effect = lower value; max response, negative = inhibition, %; 2.5% of 360,000 active; in the data active = max response below about -50%; inconclusive = no clear call, values can overlap the other calls; also: % is scaled to controls: 0 for no effect and ±100 for the full control effect; mostly tested at two doses, the higher about 12 µM
#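 Cells expressing the human receptor were seeded at 1500 cells/well, incubated overnight at 37 degrees C in 5% CO2, then exposed to library compounds with dopamine controls for 90 minutes at 37 degrees C before luminescent detection.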
# GLP-1R inv ag – qHTS of GLP-1 Receptor Inverse Agonists (Inhibition Mode); Potency, µM (series often up to 38.3 µM), for inactives: top-dose activity change, negative = inhibition, most hits filed as inhibitors; HEK293 GLP-1R CRE-luciferase, luminescence, 24 h; GLP-1R form is constitutively active; 1.6% of 410,000 active; Glucagon-like peptide 1 receptor (Homo sapiens), P43220; AID 624417, 2012; also: potency is read from the fitted curve at half-maximal effect; % is scaled to controls: 0 for no effect and ±100 for the full control effect; nearly all actives have a fitted effect of over 55% in size
#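 Seeding at 200 cells/uL, 12 h culture, 24 hr compound treatment, then luciferase reagent and a luminescence read; cells are HEK293 stably expressing a constitutively active GLP-1R plus cAMP-responsive luciferase.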
# PTHR1 agonist – qHTS for PTHR1 Agonists: Primary Screen; Parathyroid hormone/parathyroid hormone-related peptide receptor (Homo sapiens), Q03431; HEK293 GP2 PTHR1 cells, GloSensor cAMP luminescence, 1 h; Potency, µM (titrated, usually from 115 µM), for inactives: at the highest dose activation, hits mostly activators; 0.075% of 410,000 active; also: potency is read from the fitted curve at half-maximal effect; nearly all actives have a fitted effect of over 55% in size; some results filed as inactive show a strong effect at the top dose; inactives centre near -15; many of its hits are not listed in these tables
# Target sequence (Q03431 whole entry, looked up): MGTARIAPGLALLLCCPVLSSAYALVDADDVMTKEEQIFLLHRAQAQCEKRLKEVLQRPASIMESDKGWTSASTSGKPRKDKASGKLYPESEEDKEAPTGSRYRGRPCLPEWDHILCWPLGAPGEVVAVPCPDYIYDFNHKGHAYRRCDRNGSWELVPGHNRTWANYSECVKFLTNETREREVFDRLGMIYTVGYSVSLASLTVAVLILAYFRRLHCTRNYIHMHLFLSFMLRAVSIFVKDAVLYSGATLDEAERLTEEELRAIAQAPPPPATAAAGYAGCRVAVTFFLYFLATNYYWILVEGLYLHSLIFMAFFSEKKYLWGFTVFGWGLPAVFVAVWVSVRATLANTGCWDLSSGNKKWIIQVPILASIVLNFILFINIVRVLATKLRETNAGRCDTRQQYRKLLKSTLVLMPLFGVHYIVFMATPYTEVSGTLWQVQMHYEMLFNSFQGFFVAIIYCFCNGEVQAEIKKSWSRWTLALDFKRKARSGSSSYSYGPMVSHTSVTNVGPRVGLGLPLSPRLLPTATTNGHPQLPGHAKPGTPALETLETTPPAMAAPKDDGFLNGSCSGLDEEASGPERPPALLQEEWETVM
#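 HEK-293-derived GP2 cells expressing PTHR1 and a GloSensor cAMP reporter, 3,000/well, plated overnight, given luciferin plus IBMX (each 0.5 mM as added) for 1 h at 37 °C, then compound for 1 h at 37 °C. Luminescence was read after 15 min at room temperature.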
# HEK293 tox – qHTS of GLP-1 Receptor Inverse Agonists: Cytotox Screen; Potency, µM (top dose mostly 38.3 µM), for the others: at the highest dose activity change, negative = inhibition, hits mostly inhibitors; HEK293 cAMP-luciferase reporter cells, luminescence, 24 h; 0.13% of 410,000 active;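 also: loss of luciferase light is scored as toxicity; potency is read from the fitted curve at half-maximal effect; % is scaled to controls: 0 for no effect and ±100 for the full control effect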
#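 Cells in DMEM/10% Nu serum/1% pen-strep, 1536-well format. Pre-incubated 12 h, dosed with 23 nL compound, incubated a further 24 h. Luciferase detection, 12 min at room temp, luminescence.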
# aSyn rescue – qHTS of alpha-syn Inhibitors | Yeast expressing alpha-synuclein, growth rescue, BacTiter-Glo, 24 h | AID 652106, 2013 | 0.14% of 370,000 active | Potency, µM (series often up to 46.1 µM), without a hit: at the highest dose growth rescue (activation), actives largely listed as activators; also: potency is read from the fitted curve at half-maximal effect; % of control where 0% means no effect; nearly all actives have a fitted effect of over 65% in size
#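 Galactose-induced alpha-syn yeast (OD600=0.02, raffinose-pregrown) + pinned cpd, 24 hr, 30 deg C; growth by BacTiter-Glo luminescence. Growth restoration scores as activation.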
# KB-V1 cytotox – qHTS assay for MDR1-selective chemotherapeutics: Primary screen using the drug-selected MDR subline cells KB-V1. 3.4% of 400,000 active. KB-V1 MDR cells viability, CellTiter-Glo, 72 h. Potency, µM (series often up to 46.1 µM), for inactives: top-dose activity change, negative = cytotoxicity, most hits filed as cytotoxic. AID 1347076, 2019; also: potency is read from the fitted curve at half-maximal effect; % is scaled to controls: 0 for no effect and ±100 for the full control effect; nearly all actives have a fitted effect of over 60% in size
#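 Luminescent ATP read-out (CellTiter-Glo, 10 min) measures survival of drug-selected KB-V1 MDR cells after 72 h, 37 degrees C compound exposure. Medium: phenol-red-free DMEM, 10% FBS. Values from fitted concentration-response curves.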
# TDP-43 yeast inh – qHTS of TDP-43 Inhibitors. AID 652104, 2013. 1.8% of 410,000 active. Potency, µM (series often up to 46.1 µM), for inactives: top-dose growth rescue (activation), hits mostly activators. TDP-43 expressing yeast growth rescue, BacTiter-Glo, 24 h; also: potency is read from the fitted curve at half-maximal effect; % of control where 0% means no effect; nearly all actives have a fitted effect of over 50% in size
#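 Readout is BacTiter-Glo luminescence of cell growth, so inhibitors register as activators. TDP-43-expressing yeast at OD600=0.02 in galactose medium, after raffinose pregrowth to mid-log, were incubated with compound for 24 hr at 30 deg C.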
# * hit, by the source's call; i = inactive; ? = inconclusive; / = no result given; [ ] = remark or other dose. Unless noted, calls follow the shape of the dose curve; as a rule, active = well fitted curve in the direction sought with a large enough effect; inconclusive = small, poorly fitted or top-dose-only effect, or another doubt; inactive = no such curve, though single readings can be large; an effect the other way counts as inactive or inconclusive.
Compound,D3 ag,GLP1R ag,DRD3 antagonist,GLP-1R inv ag,PTHR1 agonist,HEK293 tox,aSyn rescue,KB-V1 cytotox,TDP-43 yeast inh
CCNC(=O)NC(=O)C(C)OC(=O)c1ccc(SC)cc1OC (stereo not given),0,5%,21,-1%,i,1%,-1%,-2%,11%
O=C(NC1CCCC1)c1ccc(CSc2nc3cccnc3n2Cc2cccc(F)c2)cc1,8,/,/,-21%,-23%,-2%,/,-12%,-10%
Cc1ccc(Cl)cc1N1CCN(C(=O)c2cc3ccc4cccnc4c3[nH]2)CC1,-11,/,/,?,-76%[inhibitor],-4%,/,/,20µM*
Cc1ccc(CNC(=O)c2ccc3oc(=O)n(Cc4ccccc4)c3c2)cc1,-1,/,/,?,-1%,-3%,/,-2%,20%
O=C(CCS(=O)(=O)c1cc(Br)cc2c1N(C(=O)C1CC1)CC2)Nc1ccc(F)cc1,-20,/,/,16%,-24%,0%,/,3%,4%
Cc1ccc(N2C(=O)CS/C2=N\C(=S)Nc2ccccc2)cc1,-21,12%,4,?,i,?,1%,-7%,17%
CCCOc1ccc(CC(=O)NCCc2ccccc2)cc1OC,2,-2%,1,-5%,-10%,10%,1%,16%,16%
COc1ccc(-n2c(SCC(=O)Nc3cc(C)on3)nc3c(c2=O)SCC3)cc1,1,-4%,16,-1%,-21%,-2%,4%,5%,14%
CN(C(=O)Cn1cnc([N+](=O)[O-])n1)C1CCCCC1,5,3%,5,6%,i,3%,10%,20%,4%
COc1cc2cc(Oc3ccc4ccc(=O)oc4c3)c(=O)oc2cc1OC(C)=O,4,-1%,-14,-2%,i,4%,11%,?,13%
CCOC(=O)c1cc(C(=O)OCC)c(=O)[nH]c1C,2,0%,8,16%,i,-3%,5%,4%,19%
Cc1cc(C)nc(S/C=C/C(=O)c2ccccc2)n1,-10,-8%,-63*,?,-31%[inhibitor],?,?,-30%,?
c1ccc(CNc2ccccn2)cc1,1,-6%,142,16%,-21%,3%,6%,2%,-3%
C=CCn1c(SCc2nc3sc(C(=O)O)c(C)c3c(=O)[nH]2)nnc1-c1ccc(F)cc1,2,-1%,-19,9%,i,21%,-5%,-1%,-19%[0.397 µM]
Cc1cccc2c1NC1(CCCC1)CC2C (stereo not given),-8,3%,-21,?,-10%,-27%,-4%,-4%,-10%
COc1ccc(Nc2nc3cc(-c4sccc4C)sc3c(=O)n2C)cc1OC,-2,11%,22,?,i,-15%,10%,6.5µM*,35µM*
Cc1ccc(Cc2nc3ccccc3nc2SCC(=O)N2CCN(c3ccccc3)CC2)cc1,6,/,/,3%,i,12%,/,0%,20%
COc1ccc(CCNC(=O)C/C(C)=N/NC(=O)C23CC4CC(CC(C4)C2)C3)cc1OC,0,3%,-17,7%,i,-11%,1%,-20%,22%
Cn1cnc(S(=O)(=O)N2CCC(C(=O)Nc3ccc(F)cc3F)CC2)c1,3,/,/,16%,i,2%,/,/,15%
COc1ccc(/C=N/NC(=O)CNC(=O)c2ccncc2)cc1,14,7%,5,7%,i,1%,6%,10%,-13%
Cc1nc2nc[nH]n2c(=O)c1NS(=O)(=O)c1ccc(F)cc1,6,-6%,15,-3%,-6%,6%,4%,17%,-16%
O=c1ccc(Cl)nn1-c1ccccc1,6,1%,-8,7%,i,13%,-2%,0%,-1%
Cc1cccc(C)c1-n1nnnc1C(c1ccnc2ccccc12)N1CCOCC1 (stereo not given),1,-1%,3,11%,i,1%,1%,-14%,21%
CC(C)(C)C1CCc2c(sc(NC(=O)c3cccc(Cl)c3)c2C(=O)NCc2ccco2)C1 (stereo not given),-13,/,/,11%,-11%,5%,/,12%,-21%
C=CCCN([C@@H](C)C(=O)OC)S(=O)(=O)c1ccccc1Br,-10,11%,2,-14%,i,2%,1%,5%,12%
Brc1cccc(-c2nn(-c3ccccc3)c3c2cnc2cc4c(cc23)OCO4)c1,1,0%,/,-9%,-23%,-4%,/,15%,8%
CC1C=CCC2C(=O)N(c3cccc(C(=O)NCc4ccccc4)c3)C(=O)C12 (stereo not given),5,6%,8,-5%,i,1%,1%,-27%,12%
O=C(Nc1ccn(Cc2c(F)c(F)cc(F)c2F)n1)c1ccc(COc2ccccc2Cl)cc1,23,1%,16,0%,-8%[57.5 µM],-18%,-23%,3%,6%
NC(=S)Nc1cccc2cc3ccccc3cc12,3,-10%,?,1%,-21%[57.5 µM],12%,-24%,-3%,?
Cc1cc(C)n(-c2ccc(C(=O)Nc3cccc(S(=O)(=O)N(C)C)c3)cc2)n1,14,-4%,2,4%,-45%[inhibitor],-7%,-1%,?,7%
Cc1cccc(Nc2c(-c3ccsc3)nc3nc(C)cc(C)n23)c1,-10,/,/,?,-18%,2%,/,20%,19%
CCOC(=O)c1c(-n2cnnn2)sc(C)c1C,-12,1%,3,-6%,-8%[57.5 µM],5%,2%,-10%,20%
Cc1cc(C)c2oc(-c3cccc(NC(=O)COc4ccc([N+](=O)[O-])cc4)c3)nc2c1,-2,/,/,4%,-20%,-4%,/,/,15%
O=C(/C=C/c1ccc(Cl)cc1)NC(=S)Nc1ccc(CN2CCOCC2)cc1,-11,6%,-65*,-7%,i,-3%,8%,-16%,-25%
CSc1ccccc1C(=O)OCC(=O)Nc1ccc(N2CCOCC2)cc1,-9,4%,-6,30%[activator],i,9%,-3%,21µM*,11%
Cc1cccc(C(C)C)c1NC(=O)c1c(-c2ccccc2)noc1C,7,-2%,10,5%,-24%,-5%,1%,-8%,6%

# The list goes on, overlapping the part above by 5 compounds.
Compound,D3 ag,GLP1R ag,DRD3 antagonist,GLP-1R inv ag,PTHR1 agonist,HEK293 tox,aSyn rescue,KB-V1 cytotox,TDP-43 yeast inh
CCOC(=O)c1c(-n2cnnn2)sc(C)c1C,-12,1%,3,-6%,-8%[57.5 µM],5%,2%,-10%,20%
Cc1cc(C)c2oc(-c3cccc(NC(=O)COc4ccc([N+](=O)[O-])cc4)c3)nc2c1,-2,/,/,4%,-20%,-4%,/,/,15%
O=C(/C=C/c1ccc(Cl)cc1)NC(=S)Nc1ccc(CN2CCOCC2)cc1,-11,6%,-65*,-7%,i,-3%,8%,-16%,-25%
CSc1ccccc1C(=O)OCC(=O)Nc1ccc(N2CCOCC2)cc1,-9,4%,-6,30%[activator],i,9%,-3%,21µM*,11%
Cc1cccc(C(C)C)c1NC(=O)c1c(-c2ccccc2)noc1C,7,-2%,10,5%,-24%,-5%,1%,-8%,6%
CC(=O)Nc1ccc(C(=O)NCCN2CCOCC2)cc1,23,-3%,7,1%,-7%,-7%,-1%,26%,16%
COc1ccc(NS(=O)(=O)c2cc(NC(=O)Cc3n[nH]c(=O)c4ccccc34)ccc2OC)cc1,2,-5%,-6,14%,-16%,-17%,1%,-16%,2%
CCOc1ccc(CCNC(=O)COC(=O)c2ccc3c(c2)OCCO3)cc1OCC,7,13%,-1,4%,i,-3%,-4%,-3%,16%
Cc1cccc(-c2csc(NC(=O)c3cnccn3)c2C(=O)OC(C)C)c1,0,-1%,6,9%,-13%,14%,3%,2%,1%
Cc1ccc(C)c2[nH]c(=O)c(CN(CCN3CCCC3)C(=O)Nc3cccc(Cl)c3)cc12,1,-15%,1,?,i,-8%,5%,-3%,-6%
COCCN(C(=O)COC(=O)c1ccc(C)s1)c1c(N)n(Cc2ccccc2)c(=O)[nH]c1=O,2,-4%,8,4%,i,8%,1%,25%,1%
C#CCOCCOCCOCCNc1nc(N2CCN(C(=O)Cn3cc(CCCCN)nn3)CC2)nc(N2CCN(C(=O)[C@H]([C@@H](C)CC)n3cc(CCCN=C(N)N)nn3)CC2)n1,-12,0%,?,6%,i,5%,7%,-13%,23%
COc1ccc(C(C)=O)cc1COC(=O)CCNS(=O)(=O)c1ccc(C(C)=O)cc1,0,16%,5,6%,-6%,1%,2%,?,10%

# Not all compounds are listed (hit frequency here may not be typical).
